AddAB inh: less growth of phage-infected E. coli with AddAB. E. coli expressing H. pylori AddAB, absorbance growth. inhibition, % at 11.9 µM. hit rate 0.29% among 330,000; in the data active means inhibition above about 12%;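 further: 0% = vehicle wells of infected cells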
PKA-R2B act: activates the human PKA-R2B holoenzyme complex; P22694+P31323; PKA-R2B holoenzyme dissociation, Cy5-IP20 fluorescence polarization; R2B truncated from residue 108, S112A mutant; 0% DMSO only, 100% 113 µM cGMP; activation, % at 11.4 µM; hit rate 0.079% among 340,000; AID 504700;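 active means activation above a cutoff set at the mean over all compounds plus 3 SD, cut at about 18% in these data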;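 further: higher means more holoenzyme dissociation and a rise in polarization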
Target sequence (P31323 whole entry, looked up, other chains not shown, the tested form may be a part): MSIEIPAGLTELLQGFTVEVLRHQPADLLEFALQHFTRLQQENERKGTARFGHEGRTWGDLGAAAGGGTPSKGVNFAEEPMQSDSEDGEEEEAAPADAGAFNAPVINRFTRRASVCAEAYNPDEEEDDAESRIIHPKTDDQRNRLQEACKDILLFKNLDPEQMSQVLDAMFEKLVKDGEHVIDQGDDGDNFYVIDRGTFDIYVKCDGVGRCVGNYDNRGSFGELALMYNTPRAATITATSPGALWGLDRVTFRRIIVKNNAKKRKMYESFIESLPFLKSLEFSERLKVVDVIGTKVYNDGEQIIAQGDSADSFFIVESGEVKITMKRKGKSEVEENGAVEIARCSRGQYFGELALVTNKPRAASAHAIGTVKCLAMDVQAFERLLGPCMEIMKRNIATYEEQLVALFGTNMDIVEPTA
OPRM1-OPRD1 inv: inverse agonists of human mu-delta opioid receptor heterodimerization; hit rate 0.21% among 340,000; inhibition, % at 9.3 µM; P35372+P41143; cell-based MOR-DOR heterodimer luminescence, inverse agonism; in the data active means inhibition above about 22%, passing the limit was not always enough;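 further: 0% = cells with DMSO and 100% = wells without cells with DMSO; values of inactives mirror those of a sister screen read the other way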
PKA-R1A activ: PKA-R1A complex activation; P00514+P68181; PKA-R1A dissociation, Cy5-IP20 fluorescence polarization; scaled: DMSO 0%, 113 µM cGMP 100%; activation, % at 11.4 µM; hit rate 0.083% among 340,000; AID 504707;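 active means percent activation above the mean of all tested compounds plus 3 SD, cut at about 19% in these data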;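 further: higher means more PKAc released from R1A so a rise in polarization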
Mot1-301 SUMO: inhibitors of SUMOylation pathway: yeast Mot1-301 growth rescue | growth rescue, % at 18.8 µM | AID 2716 | S. cerevisiae Mot1-301 growth rescue, ATP luminescence, 38.5C; percent above DMSO median, 100 means doubled | hit rate 1% among 320,000;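 active means every valid replicate shows activation above 250% relative to neutral control wells; inactive means the rest, any valid replicate at or below 250%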;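 further: OY570 slx delta 5 strain wells were the positive control but not used for scaling; some compounds called inactive have numbers as strong as hits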
OPRM1-OPRD1 ag: OPRM1-OPRD1 heterodimerization agonism | cells, luminescence | activation, % at 9.3 µM | P35372+P41143 | hit rate 0.3% among 340,000; in the data active means activation above about 18%;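 further: 0% = vehicle-treated cells and 100% = reference agonist; values of inactives mirror those of a sister screen read the other way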
Ecoli viability: counter-screen for AddAB inhibitors: E. coli growth inhibition; inhibition, % at 11.9 µM; E. coli V3065 growth, OD600 absorbance, 18 h; hit rate 0.27% among 330,000;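 active means inhibition above the campaign's mean inhibition across all tested compounds plus 3 SD, cut at about 9.9% in these data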;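 further: uninfected addAB+ strain grown without phage in ampicillin broth; 0% = DMSO wells and 100% = ciprofloxacin 0.95 µg/ml wells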
PfHsp90 yeast 2: reduces growth (ATP signal) of yeast expressing P. falciparum Hsp90. S. cerevisiae expressing PfHsp90, BacTiter-Glo ATP, 48 h; yeast lacking PDR1 and PDR3 efflux regulators. inhibition, % at 9.4 µM. hit rate 0.32% among 310,000. AID 504621;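 active means every replicate shows inhibition above about 80%, whatever the replicate mean, limit read from the data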;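 further: 0% = DMSO neutral controls and 100% = 20 µM radicicol positive controls; yeast relying on Plasmodium falciparum Hsp90 in place of its own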
HTR5A inv ag: inverse agonist of human HTR5A in OPRM1-OPRD1 counter-screen; hit rate 0.083% among 340,000; P47898; HTR5A cell line, luminescence, inverse agonism; AID 504634; inhibition, % at 9.3 µM; in the data active means inhibition mostly above about 23%, no sharp cut-off; inactive means mostly below about 18%;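 further: 0% = cells with DMSO and 100% = no-cell wells with DMSO; some compounds called inactive have numbers as strong as hits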
Target sequence (P47898 whole entry, looked up): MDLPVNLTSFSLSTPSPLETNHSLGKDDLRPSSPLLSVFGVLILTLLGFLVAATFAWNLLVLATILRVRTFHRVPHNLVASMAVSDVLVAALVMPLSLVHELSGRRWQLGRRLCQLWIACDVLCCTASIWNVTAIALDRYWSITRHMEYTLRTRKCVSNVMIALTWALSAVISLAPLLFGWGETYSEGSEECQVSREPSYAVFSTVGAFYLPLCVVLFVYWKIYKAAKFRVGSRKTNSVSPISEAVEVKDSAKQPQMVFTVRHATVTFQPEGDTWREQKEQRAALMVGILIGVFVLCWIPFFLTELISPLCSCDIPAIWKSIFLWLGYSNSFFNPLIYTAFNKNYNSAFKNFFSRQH
phage Ecoli inh: E. coli growth loss with phage present. inhibition, % at 11.9 µM. AID 651602. hit rate 0.26% among 360,000. growth absorbance; in the data active means inhibition above about 11%
Tat export inh: inhibitors of E. coli Tat protein transport. AID 488895. E. coli MC4100 TorA-mCherry Tat export, fluorescence. inhibition, % at 10 µM. hit rate 0.036% among 340,000;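 active means mean replicate inhibition at least 50% and at least half of replicates individually reaching 50%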;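 further: exported cargo escapes ClpAP degradation while cytoplasmic cargo is degraded and loses fluorescence; 0% = median of neutral control wells and 100% = median of NaSCN control wells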
Active calls of the source: *. An unsorted share of the library. Share with any hit: about 2.2%.

`Cc1ccc(S(=O)(=O)N2CCC(C(=O)NCc3ccccc3CN3CCCC3)CC2)cc1C` gave AddAB inh -0.6, PKA-R2B act 8, OPRM1-OPRD1 inv 12, PKA-R1A activ 1, Mot1-301 SUMO -3, OPRM1-OPRD1 ag -2.9, Ecoli viability -2.1, PfHsp90 yeast 2 -9, HTR5A inv ag -7, phage Ecoli inh 3.0 and Tat export inh -6.
NC(=O)C1CCN(C2OC(=O)c3ccccc32)CC1 (stereo unspecified) was read as AddAB inh 0.3, PKA-R2B act -1, OPRM1-OPRD1 inv 16, PKA-R1A activ -2, Mot1-301 SUMO -4, OPRM1-OPRD1 ag -2.8, Ecoli viability 2.4, PfHsp90 yeast 2 -1, HTR5A inv ag 4, phage Ecoli inh 2.8 and Tat export inh 5.
Screening COc1ccc(Cn2nnc3ccccc32)cc1 returned AddAB inh 3.4, PKA-R2B act 3, OPRM1-OPRD1 inv 18, PKA-R1A activ 10, Mot1-301 SUMO -11, OPRM1-OPRD1 ag -3.3, Ecoli viability 3.4, PfHsp90 yeast 2 1, HTR5A inv ag -12, phage Ecoli inh 4.2 and Tat export inh 0.
`O=C(O)c1cc(NS(=O)(=O)c2cccs2)cc(NS(=O)(=O)c2cccs2)c1` gave AddAB inh -0.9, PKA-R2B act -2, OPRM1-OPRD1 inv 10, PKA-R1A activ 8, Mot1-301 SUMO 170, OPRM1-OPRD1 ag -2.5, Ecoli viability -1.4, PfHsp90 yeast 2 -24, HTR5A inv ag 3, phage Ecoli inh 3.2 and Tat export inh -4.
Screening Cc1nc2sccn2c(=O)c1S(=O)(=O)NCc1ccccc1 returned AddAB inh 0.5, PKA-R2B act 0, OPRM1-OPRD1 inv 1, PKA-R1A activ 3, Mot1-301 SUMO 4, OPRM1-OPRD1 ag -0.2, Ecoli viability 0.8, PfHsp90 yeast 2 0, HTR5A inv ag -19, phage Ecoli inh 3.2 and Tat export inh -3.
For Cc1nn(C)c(C)c1NC(=O)COc1ccc(F)cc1Br the results were AddAB inh 2.9, PKA-R2B act -1, OPRM1-OPRD1 inv 7, PKA-R1A activ 1, Mot1-301 SUMO -14, OPRM1-OPRD1 ag -1.3, Ecoli viability -1.1, PfHsp90 yeast 2 13, HTR5A inv ag -2, phage Ecoli inh 1.5 and Tat export inh -7.
For Cc1ccc(NC(=O)CCCn2c(=O)[nH]c3ccsc3c2=O)cc1 the results were AddAB inh 2.3, PKA-R2B act -9, OPRM1-OPRD1 inv 6, PKA-R1A activ -10, Mot1-301 SUMO -11, OPRM1-OPRD1 ag -0.8, Ecoli viability -1.6, PfHsp90 yeast 2 -4, HTR5A inv ag -7 and Tat export inh -4.
CCC1CCCCN1CCNC(=O)C1CCCN(S(=O)(=O)c2cccc3nsnc23)C1 (stereo unspecified) was read as AddAB inh 3.7, PKA-R2B act 7, OPRM1-OPRD1 inv 10, PKA-R1A activ -10, Mot1-301 SUMO -11, OPRM1-OPRD1 ag -2.1, Ecoli viability 1.8, PfHsp90 yeast 2 -1, HTR5A inv ag -33, phage Ecoli inh 0.4 and Tat export inh 10.
CCc1ccc(N(C(=O)c2csnn2)C(C(=O)NC(C)(C)C)c2ccncc2)cc1 (stereo unspecified) was read as AddAB inh 2.1, PKA-R2B act 2, OPRM1-OPRD1 inv -7, PKA-R1A activ -3, Mot1-301 SUMO 16, OPRM1-OPRD1 ag 1.2, Ecoli viability 0.1, PfHsp90 yeast 2 -4, HTR5A inv ag -2, phage Ecoli inh -0.6 and Tat export inh -1.
`COCc1nnc(NC(=O)c2sc3ccccc3c2Cl)s1` gave AddAB inh 2.6, PKA-R2B act -5, OPRM1-OPRD1 inv 7, PKA-R1A activ -7, Mot1-301 SUMO -1, OPRM1-OPRD1 ag -1.4, Ecoli viability 2.7, PfHsp90 yeast 2 4, HTR5A inv ag 22, phage Ecoli inh 1.4 and Tat export inh -10.
For Cc1csc(/C(=N\O)c2csc(C)n2)n1 the results were AddAB inh -4.0, PKA-R2B act -3, OPRM1-OPRD1 inv 10, PKA-R1A activ -6, Mot1-301 SUMO 86, OPRM1-OPRD1 ag -1.8, Ecoli viability -1.2, PfHsp90 yeast 2 20, HTR5A inv ag 6, phage Ecoli inh -1.1 and Tat export inh -2.
CC(C)Cc1nnc(NC(=O)CCC(=O)NC2CCCCC2)s1 was read as AddAB inh 3.6, PKA-R2B act 5, OPRM1-OPRD1 inv 12, PKA-R1A activ -7, Mot1-301 SUMO 121, OPRM1-OPRD1 ag -2.3, Ecoli viability 1.4, PfHsp90 yeast 2 7, HTR5A inv ag 23, phage Ecoli inh 0.2 and Tat export inh -1.
Screening Cc1ccc(C)c(C(=O)COc2ncnc3ccccc23)c1 returned AddAB inh 5.1, PKA-R2B act 2, OPRM1-OPRD1 inv 11, PKA-R1A activ -12, Mot1-301 SUMO -17, OPRM1-OPRD1 ag -2.5, Ecoli viability -1.7, PfHsp90 yeast 2 -22, HTR5A inv ag 32, phage Ecoli inh 0.6 and Tat export inh 2.
`O=c1ccc(-c2ccc(S(=O)(=O)Nc3cccc(Br)c3)o2)n[nH]1` gave AddAB inh 3.4, PKA-R2B act -8, OPRM1-OPRD1 inv 14, PKA-R1A activ 4, Mot1-301 SUMO -13, OPRM1-OPRD1 ag -2.6, Ecoli viability -0.9, PfHsp90 yeast 2 -19, HTR5A inv ag -2, phage Ecoli inh 0.4 and Tat export inh 22.
`CC1CCN(c2ccc(-c3cccc(NC(=O)c4ccco4)c3)nn2)CC1` gave AddAB inh 1.8, PKA-R2B act -5, OPRM1-OPRD1 inv 17, PKA-R1A activ -8, Mot1-301 SUMO 14, OPRM1-OPRD1 ag -3.4, Ecoli viability 0.7, PfHsp90 yeast 2 3, HTR5A inv ag 4, phage Ecoli inh 0.0 and Tat export inh 26.
Screening COc1ccc2c(C)nc(Nc3nc(C)c(C)c(=O)[nH]3)nc2c1 returned AddAB inh -1.7, PKA-R2B act 8, OPRM1-OPRD1 inv -21, PKA-R1A activ -4, Mot1-301 SUMO 1, OPRM1-OPRD1 ag 4.2, Ecoli viability -2.8, PfHsp90 yeast 2 -9, HTR5A inv ag 4, phage Ecoli inh 3.4 and Tat export inh 1.
`[O-]/[N+](=C\C=C\c1ccccc1)c1ccccc1` gave AddAB inh -1.7, PKA-R2B act -7, OPRM1-OPRD1 inv 10, PKA-R1A activ -9, Mot1-301 SUMO 3, OPRM1-OPRD1 ag -1.8, Ecoli viability -0.9, PfHsp90 yeast 2 7, HTR5A inv ag 4, phage Ecoli inh 1.4 and Tat export inh 5.
Screening COc1ccccc1N1CCN(C(=O)C2C3C=CC4(CN(Cc5ccccc5Cl)C(=O)C24)O3)CC1 (stereo unspecified) returned AddAB inh -1.6, PKA-R2B act 9, OPRM1-OPRD1 inv 8, PKA-R1A activ 0, Mot1-301 SUMO -5, OPRM1-OPRD1 ag -1.5, Ecoli viability -2.4, PfHsp90 yeast 2 13, HTR5A inv ag 16, phage Ecoli inh 2.5 and Tat export inh 3.
COc1ccc(N2CC(C(=O)Nc3c4c(nn3-c3ccccc3)CS(=O)(=O)C4)CC2=O)cc1 (stereo unspecified) was read as AddAB inh -1.1, PKA-R2B act 4, OPRM1-OPRD1 inv 7, PKA-R1A activ 3, Mot1-301 SUMO 1, OPRM1-OPRD1 ag -1.4, Ecoli viability -3.6, PfHsp90 yeast 2 -2, HTR5A inv ag 0, phage Ecoli inh -0.8 and Tat export inh -3.
For CC(=O)c1ccc(NS(=O)(=O)c2cccc(C)c2)cc1 the results were AddAB inh -0.1, PKA-R2B act 1, OPRM1-OPRD1 inv 9, PKA-R1A activ 1, Mot1-301 SUMO 3, OPRM1-OPRD1 ag -1.7, Ecoli viability -2.0, PfHsp90 yeast 2 32, HTR5A inv ag -25, phage Ecoli inh -0.6 and Tat export inh 0.
`CN(CC(=O)OCC(=O)c1c(N)n(C)c(=O)n(C)c1=O)S(=O)(=O)c1ccc(Cl)cc1` gave AddAB inh 3.7, PKA-R2B act -2, OPRM1-OPRD1 inv -1, PKA-R1A activ -5, Mot1-301 SUMO -19, OPRM1-OPRD1 ag 0.1, Ecoli viability 0.2, PfHsp90 yeast 2 -8, HTR5A inv ag -6, phage Ecoli inh 1.8 and Tat export inh -6.
`CCC(c1nnnn1C1CCCC1)N1CCN(Cc2ccccc2)CC1` (stereo unspecified) gave AddAB inh 1.8, PKA-R2B act -3, OPRM1-OPRD1 inv 8, PKA-R1A activ 3, Mot1-301 SUMO -8, OPRM1-OPRD1 ag -1.3, Ecoli viability 0.1, PfHsp90 yeast 2 -16, HTR5A inv ag 11, phage Ecoli inh 3.4 and Tat export inh 3.
For CCOc1ccccc1NC(=O)NC1(C(=O)N2CCN3CCCC3C2)CCCCC1 (stereo unspecified) the results were AddAB inh 0.4, PKA-R2B act 2, OPRM1-OPRD1 inv 5, PKA-R1A activ -16, Mot1-301 SUMO 214, OPRM1-OPRD1 ag -0.9, Ecoli viability -2.5, PfHsp90 yeast 2 -43, HTR5A inv ag 5, phage Ecoli inh 1.7 and Tat export inh 2.
COc1ccc(/C(O)=C2/C(=O)C(=O)N(CCCN3CCOCC3)C2c2ccc(OC)cc2)cc1 (stereo unspecified) was read as AddAB inh 1.2, PKA-R2B act -4, OPRM1-OPRD1 inv 18, PKA-R1A activ -5, Mot1-301 SUMO 9, OPRM1-OPRD1 ag -3.6, Ecoli viability -0.9, PfHsp90 yeast 2 2, HTR5A inv ag 3, phage Ecoli inh 3.3 and Tat export inh 3.
CN(c1ccccc1C(=O)Nc1cccc(C(F)(F)F)c1)S(C)(=O)=O was read as AddAB inh 5.7, PKA-R2B act -5, OPRM1-OPRD1 inv 15, PKA-R1A activ 3, Mot1-301 SUMO 34, OPRM1-OPRD1 ag -3.3, Ecoli viability 3.1, PfHsp90 yeast 2 -9, HTR5A inv ag 18, phage Ecoli inh -1.0 and Tat export inh -4.
Screening CC(=O)N1CCN(c2ccc(NC(=O)c3ccc(C(C)(C)C)cc3)cc2)CC1 returned AddAB inh 1.6, PKA-R2B act -7, OPRM1-OPRD1 inv -10, PKA-R1A activ -1, Mot1-301 SUMO 20, OPRM1-OPRD1 ag 1.6, Ecoli viability 0.6, HTR5A inv ag -5, phage Ecoli inh 0.8 and Tat export inh 1.
For CC1(OC(=O)C2CCCC2)C(=O)C=C2C=C(c3ccsc3)N(CCc3ccccn3)C=C2C1=O (stereo unspecified) the results were AddAB inh -0.2, PKA-R2B act 5, OPRM1-OPRD1 inv -27, PKA-R1A activ -1, Mot1-301 SUMO -15, OPRM1-OPRD1 ag 4.7, Ecoli viability 1.9, PfHsp90 yeast 2 17, HTR5A inv ag 12, phage Ecoli inh -0.6 and Tat export inh -5.
`Cc1nnsc1NC(=O)OCc1ccc(C(F)(F)F)cc1` gave AddAB inh 3.0, PKA-R2B act -2, OPRM1-OPRD1 inv 7, PKA-R1A activ 0, Mot1-301 SUMO -5, OPRM1-OPRD1 ag -1.2, Ecoli viability 3.2, PfHsp90 yeast 2 -17, HTR5A inv ag -32, phage Ecoli inh 3.6 and Tat export inh -2.
